Screening results as filed in PubChem.
mcGAS inh – cyclic GMP-AMP synthase inhibitors, mouse, primary biochemical chemiluminescence. inhibition, % at 12.5 µM. Q8C6L5. recombinant cGAS, Kinase-Glo ATP depletion luminescence. AID 1259399, 2018. hit rate 0.15% among 160,000;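 further: 0% = negative control wells and 100% = reference inhibitor with no enzyme activity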
hcGAS lum – Primary biochemical luminescence assay for human cyclic GMP-AMP synthase inhibitors | Q8N884 | recombinant h-cGAS, ATP depletion, Kinase-Glo luminescence | inhibition, % at 12.5 µM | hit rate 0.081% among 290,000 | AID 1259398, 2018;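 further: 0% = vehicle reaction and 100% = reaction without DNA for no activity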
Target sequence (Q8N884 whole entry, looked up): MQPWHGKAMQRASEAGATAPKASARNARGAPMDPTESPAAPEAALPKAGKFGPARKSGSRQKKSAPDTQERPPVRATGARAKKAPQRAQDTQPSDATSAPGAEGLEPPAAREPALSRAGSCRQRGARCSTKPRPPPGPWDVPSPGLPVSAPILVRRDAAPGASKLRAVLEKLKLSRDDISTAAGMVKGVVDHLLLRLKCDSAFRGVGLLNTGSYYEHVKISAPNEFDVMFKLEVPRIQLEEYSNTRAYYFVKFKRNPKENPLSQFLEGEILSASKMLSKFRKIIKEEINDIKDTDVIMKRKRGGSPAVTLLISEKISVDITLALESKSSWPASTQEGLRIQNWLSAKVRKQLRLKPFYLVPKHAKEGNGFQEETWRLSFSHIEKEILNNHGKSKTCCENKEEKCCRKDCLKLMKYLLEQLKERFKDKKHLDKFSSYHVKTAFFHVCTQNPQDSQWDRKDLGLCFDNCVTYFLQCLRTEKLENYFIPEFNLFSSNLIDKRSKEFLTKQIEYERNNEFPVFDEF
NPYLR7 agonist – agonists of mosquito NPYLR7 receptor, primary screen, cell-based, Aedes aegypti, calcium fluorescence, mosquito biting behavior | HEK293T NPYLR7/Galpha15, GCaMP6s calcium fluorescence | activation, % at 10 µM | hit rate 0.15% among 270,000; in the data active means activation above about 40%;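 further: 0% = vehicle and 100% = reference agonist at the receptor; some compounds past the cut are filed as inactive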
The depositor's hits bear a star; . = not tested or not shown; & = joins results of further samples. Unless noted, no stated cut-off is given here; in the data, active means inhibition above about 40%; inactive means the rest. Rows are unselected; any-hit rate near 0.29%.

SMILES	mcGAS inh	hcGAS lum	NPYLR7 agonist
CN(Cc1nc2ccccc2n1CCOc1ccccc1)C(=O)c1ccco1	-8	-5	-2
Cc1noc(C)c1S(=O)(=O)NCc1cccnc1N(C)Cc1ccccc1	.	-3	13
COc1cc2c(cc1OC)C(C(C)C)N(C(=O)c1ccccc1)CC2 (stereo not given)	-7	-5	16
CC(NC(=O)c1ccccc1N1CCC(NC(=O)c2ccc(Br)cc2)CC1)c1ccccc1 (stereo not given)	-4	-5	8
CCOC(=O)Cn1c(C2CC(=O)N(c3cc(C)ccc3C)C2)nc2ccccc21 (stereo not given)	-5	-2	11
CN1C(=O)c2ccc(C(=O)NCc3cc4cc(F)ccc4s3)cc2C1=O	-13	-7	14
CCCNC(=O)CCc1nnc2n1CCN(Cc1ccccc1C)C2=O	-16	-8	4
CC(Sc1nc2sc3c(c2c(=O)[nH]1)CCCC3)C(=O)N1CCCC1 (stereo not given)	.	-19	20
Cc1ccccc1OCC(=O)N1CCOC(COCc2ccccc2F)C1 (stereo not given)	-5	-3	-8
Ic1c(-c2ccccc2)noc1-c1ccccc1	.	-4	0
Brc1cnc(N2CCCC2)nc1N1CCOCC1	-3	-14	17
CC(CS(=O)O)C(=O)Nc1ccccc1 (stereo not given)	.	-4	-11
Cc1cccc(CN(CCN2CCOCC2)CC(O)COC(C)C)c1 (stereo not given)	-6	-6	33
Cc1ccc(NC(=O)Cn2c(=O)n(Cc3ccco3)c(=O)c3oc4ccccc4c32)c(C)c1	-8	-7	8
O=C1CN(c2nccc(CCC(F)(F)F)n2)CCN1	.	1	12
COc1ccc(C(=O)Nc2nnc(CC(=O)N/N=C\c3c[nH]c4ccccc34)s2)cc1	-6	-8	23
CN(Cc1cc(C(C)(C)C)n[nH]1)C(=O)/C=C/c1ccccc1	.	-5	2
O=C(Cn1ccc(C(F)(F)F)n1)Nc1ccccn1	.	-1	-2
CSc1ccc(S(=O)(=O)N(CC(=O)NC(C)C)c2ccc(C)cc2)cc1	-4	-4	-11
CCC(C(=O)N(Cc1ccc(C)cc1)Cc1nc2cc(C)ccc2o1)c1ccccc1 (stereo not given)	-6	-1	3
O=C(CSc1nnc(-c2ccc(Cl)cc2)n1-c1ccccc1)N/N=C\c1cccc2ccccc12	-9	-3	-3
CC1(C)Cc2c(c(N3CCOCC3)[nH]c(=S)c2C#N)CO1	.	-12	2
CCc1noc(C(C)N2CCN(S(=O)(=O)c3c(C)c(C)c(C)c(C)c3C)CC2)n1 (stereo not given)	.	-7	2
Cn1cccc1C(=O)N/N=C\C1=Cc2cc(Cl)ccc2OC1	.	-8	7
CCOC(=O)c1c(NC(=O)c2cccs2)sc2c1CCCCC2	-1	2	-9
COc1cc(-c2ccc(C)s2)cc2c1OCCN(Cc1cnc[nH]1)C2	-15	-3	0
Cc1ccc(C2(O)CCN(C(=O)C(Cc3cnc[nH]3)n3cccc3)CC2)nc1 (stereo not given)	-10	1	-5
CCN(CC)CCCNC(=O)c1nnc2n(c1=O)CCN2c1ccc(C)cc1	-6	-8	3
CC(C)Cn1c(N)c(C(=O)Cn2cc(C(F)(F)F)cc(Cl)c2=O)c(=O)n(C)c1=O	.	-5	9
O=C(/C=C/c1cccs1)N(Cc1cccnc1)c1nc2c(Cl)cccc2s1	-2	-2	-22
Cc1nn2c3cc(N4CCCCC4)ccc3nc2c2ccccc12	.	-7	0
c1cc(-c2ccc(CN3CCCC4(CCNC4)C3)o2)[nH]n1 (stereo not given)	.	3	0
Cc1nn(-c2ccccc2)c2c1[P+](=O)C(=C1N(C)c3ccccc3C1(C)C)C=N2 (stereo not given)	.	-5	0
Nc1nc2c(nc(Br)n2C2OC3COP(=O)(O)O[C@@H]3C2O)c(=O)[nH]1 (stereo not given in full)	-2	-2	3
O=C(CCC1CCN(Cc2cc(F)ccc2-n2cccn2)CC1)N1CCCC1	-11	-11	5
O=c1cccnn1CCCNS(=O)(=O)c1ccccc1	-8	-8	-6
Cn1c(=O)n(Cc2ccc(Br)cc2)c(=O)c2c1nc1n2CCN1c1ccc(F)cc1	.	-4	7
CCc1ccc2nc(NC(=O)c3ccc(=O)[nH]c3)sc2c1	.	-17	-1
Cc1cccc(CN2CC(=O)C(c3nc(-c4cccc(Cl)c4)cs3)C2=N)c1 (stereo not given)	.	1	3
CC1C=CCC2C(=O)N(c3cc(Cl)ccc3O)C(=O)C12 (stereo not given)	-5	-3	20

Reprinted at random: two records from the list.
SMILES	mcGAS inh	hcGAS lum	NPYLR7 agonist
CCc1noc(C(C)N2CCN(S(=O)(=O)c3c(C)c(C)c(C)c(C)c3C)CC2)n1 (stereo not given)	.	-7	2
O=C(CCC1CCN(Cc2cc(F)ccc2-n2cccn2)CC1)N1CCCC1	-11	-11	5

Following part.
SMILES	mcGAS inh	hcGAS lum	NPYLR7 agonist
O=C1c2ccccc2C(=O)N1N1C(=O)c2cccc3c(N4CCOCC4)ccc(c23)C1=O	-6	2	-7
CN1CCN(C=Nc2c(C#N)cnn2C)CC1	-7	0	-20
O=C(CN1CCN(c2ccccc2)CC1)c1c[nH]c2ccccc12	.	-7	4
Cc1ccccc1-c1cc2nc(NCCc3ccncc3)n(C)c(=O)c2s1	.	-3	4
CCC(NC(=O)c1cccc(C(F)(F)F)c1C)C1=CCN(C)CC1 (stereo not given)	-12	-16&-8	9&9
CCOc1ccc2nc(S(=O)(=O)NC(=O)C3(C)CCN3C(=O)CCc3cccs3)sc2c1 (stereo not given)	.	-3	4
CCOc1ccc(N(CCC#N)C(=O)COc2ccc(C#N)cc2)cc1	-17	-7	10
N#CC1C(=N)Oc2n[nH]c(-c3ccc4c(c3)OCO4)c2C1c1ccc(O)cc1 (stereo not given)	.	-10	11
Cc1ccccc1NC(=O)CSc1ccc2nnc(-c3ccncc3)n2n1	-7	-9	-6
O=C1NCC2(CCCN(C(=O)C3CCOCC3)CC2)O1 (stereo not given)	-6	-11	.
Cc1cccc2c1C(=O)NC1(CCN(C(=O)c3ccco3)CC1)N2	.	-7	7
CCCNc1nc(SC)nc2c1cnn2CCNC(=O)C(CCC)CCC	-7	-4	.
Cc1ccn2c(NC(=O)COc3ccccc3)c(-c3ccc(F)cc3)nc2c1	-6	-4	-7
CCN(CC)c1ccc2cc(-c3nnc(Nc4ccccc4F)s3)c(=O)oc2c1	6	10	-10
Cc1cccc(-n2nc(C(C)C)c(C(=O)O)c2C(C)C)c1	-3	-2	3
Cc1ccc(-n2cc(CN3CCCC(Cn4ccnc4C)C3)cn2)cc1C (stereo not given)	.	-8	3
CC(C)C(NS(=O)(=O)c1ccccc1Cl)c1ccc2c(c1)OCCCO2 (stereo not given)	-10	-6	-1
CC(C)Nc1ncc(C(=O)N2CCN(C(=O)c3ccccc3)CC2)cn1	-13	-10	.
O=C(CCc1ccccc1F)N1CCSC1=Nc1ccccc1Cl	.	-10	13
Cc1noc(C)c1NC(=O)NC(C)c1ccc(-n2cccn2)cc1 (stereo not given)	.	-9	0
CC(=O)Nc1cccc2c1CCN(C(=O)C1CC1c1ccccc1F)C2 (stereo not given)	.	-5	1
Cc1ccnc(SCc2cc(=O)c(OC(=O)c3ccc4ccccc4c3)co2)n1	0	4	-16
CCN(CC)c1ccc(C(=O)CN2C(=O)C(C)(C)ON=C2c2ncccc2C)cc1	.	-5	0
O=C(CC(c1ccccc1)C1(O)c2ccccc2C(=O)N1Cc1ccccc1)NCc1ccccc1 (stereo not given)	.	-2	-8
COCCN(CC(=O)Nc1nc(CC(=O)N2CCN(c3ccccc3F)CC2)cs1)C(=O)c1ccc(OC)cc1	-4	-9	-4
COc1cc(C(=O)N2CCNC(=O)C2)cc(Cl)c1OC(C)C	-2	2	1
CN1CCN(n2c3c(c(SCC(=O)Nc4ccc5c(c4)OCCO5)nc2=O)CCCC3)CC1	-6	-2	1
COc1cc(C=C2N=C(c3ccc(OC)c(OC)c3)OC2=O)cc(OC)c1	-1	-5	-1
CCCCCCN=C(NC(=O)c1ccccc1Cl)OC	-6	-8	4
Cc1ccccc1[C@@H]1C[C@H]2CN(C3CCCC3)C(=O)[C@]23CCCN13	.	5	-5
CC(=O)c1c(C)nc2nc(-c3ccncc3)nn2c1C	-4	-4	0
COc1ccc(-c2nc3sc(CCNS(=O)(=O)c4cccc(C(C)=O)c4)c(C)n3n2)cc1	-9	-4	-1
CCCCCCCOc1ccc(C(=O)N2CCC(c3cn(Cc4ccc(C(F)(F)F)cc4)c4ccccc34)CC2)cc1	2	1	7
O=C(c1cncn1-c1ccccc1)N1CCN(S(=O)(=O)c2ccccc2C(F)(F)F)CC1	.	-7	-2
O=C(O)C1CC(c2ccccc2)CN(C(=O)c2ccccc2Cl)C1 (stereo not given)	.	-8	22
Cn1cc(-c2nccc3[nH]nc(-c4cccc(OC(F)(F)F)c4)c23)cn1	-6	-2	-1
CCc1nc(-c2cccc(-n3ccnc3-c3nccn3C)c2)n[nH]1	-17	1	19
Cc1ccc(-c2c(NCc3ccccc3)oc3c2c(=O)n(C)c(=O)n3C)cc1	-6	-5	-7
CCn1cc2nc(OC)c(CNC(=O)c3cccc4c3OCC4)cc2c1O	.	0	-6
CC(=O)Oc1cccc(N2C(=O)c3cccc4c([N+](=O)[O-])ccc(c34)C2=O)c1	-7	-4	5

Single records (already shown).
Profile of CCOc1ccc(N(CCC#N)C(=O)COc2ccc(C#N)cc2)cc1 = mcGAS inh = -17; hcGAS lum = -7; NPYLR7 agonist = 10
Profile of CCOC(=O)c1c(NC(=O)c2cccs2)sc2c1CCCCC2 = mcGAS inh = -1; hcGAS lum = 2; NPYLR7 agonist = -9
Profile of O=C(c1cncn1-c1ccccc1)N1CCN(S(=O)(=O)c2ccccc2C(F)(F)F)CC1 = mcGAS inh = .; hcGAS lum = -7; NPYLR7 agonist = -2

Following part.
SMILES	mcGAS inh	hcGAS lum	NPYLR7 agonist
Nc1nc(Cl)cc(Sc2nccn2Cc2ccccn2)n1	-7	-4	-1
CCn1cc(CN2CC[C@H](CNC(=O)COC)[C@H](N(C)C)C2)cn1	-6	-13	.
COCCOC(=O)C1=C(C)NC2=C(C(=O)CCC2)C1c1cccc(Cl)c1Cl (stereo not given)	.	0	-3
CCC(Nc1nc(-c2cccnc2)nc2c1cnn2C)c1ccnn1C (stereo not given)	-10	-8	-2
Cc1ccn2c(C(=O)N3CCC4(CCCO4)CC3)nnc2n1	-14	-5	9
CCOC(=O)c1c(C)n(-c2ccc(OC)cc2)c2ccc(OC(=O)C#Cc3ccccc3)cc12	.	-7	-6
Cc1ccc(C2C(C(=O)c3ccco3)=C(O)C(=O)N2CCN2CCOCC2)o1 (stereo not given)	.	-13&-8	13&2
CCOCCCNc1nc2c(c(=O)n(C)c(=O)n2C)n1Cc1ccccc1	-5	-1	0
CCCCCCCn1c(CN2CCOCC2)nc2c1c(=O)[nH]c(=O)n2C	.	-9	10
CC(C)(C)CN1CC(NC(=O)Cc2ccc(O)c(Cl)c2)CC1=O (stereo not given)	.	-3	9
O=C(Nc1ccc(F)cc1F)c1c(O)c2ccccc2[nH]c1=O	1	4	5
COCc1cc(C)nc(OCC(=O)N/N=C\c2cc(Br)c(OC)c(Br)c2)c1C#N	-3	-2	2
CC#CC(=O)N1CCCC(N2CCN(c3cccc(Cl)c3)CC2)C1 (stereo not given)	.	-7	-3
NC1=NC(=O)SC1=Cc1ccc(-c2nc3ccccc3s2)o1	.	-5	-3
Cc1ccc(F)c(C(=O)N2CCCCCC2(C)C(=O)NCC(C)C)c1F (stereo not given)	-2	-2	-8
FC(F)(F)CCc1ccnc(-c2ccc[nH]2)n1	-16	-8	8
CCc1ncc2c(n1)CN(C(=O)C1(c3ccc(F)cc3)CCOCC1)C2	-8	-4	3
Cc1noc(C)c1C(=O)N1CCC1(C)C(=O)NS(=O)(=O)C1CC1 (stereo not given)	.	1	0
Cn1nnc2c(N3CCC4(CC3)OCCO4)ncnc21	.	0	0
COc1ccc(S(=O)(=O)N2CCCC(C)C2)cc1N1CCN(C(=O)C(C)(C)OC(C)=O)CC1 (stereo not given)	-6	-2	27
CCOC(=O)N1CCN(S(=O)(=O)CCCOc2ccc3c(c2)OCO3)CC1	-9	-7	6
COCCN1C(=O)N(CC(C)C)C(=O)C12CCN(Cc1cn(C)c3ccccc13)CC2	-13	-5	9
O=c1cc(CSc2nnc(NC3CC3)s2)nc2ccc(Br)cn12	.	-6	5
CNC(=O)c1cccc(S(=O)(=O)NC(C)C2=CCCN(C)C2)c1 (stereo not given)	.	-5	-8
COc1cc(S(=O)(=O)NC(C)c2ccccc2)c(OC)cc1Br (stereo not given)	.	-2	4
CCOc1nn(CC)cc1-c1nnc(SCc2ccccn2)n1C	-8	-2	1
CCOC(=O)CNC(=O)c1cc(-c2ccc(Cl)c(Cl)c2)nc2ccccc12	-1	2	-14
O=C1NC2(CCCCC2)N(C(=O)c2cccs2)C2=C1CCCC2	-2	-6	7
CC(C)(C)CNC(=O)C1(N2Cc3ccc(Nc4ccncc4)nc3C2=O)CC1	.	-11	5
CCOc1ccc(S(=O)(=O)NCc2ccc3c(c2)OCO3)c(C)c1C	.	3	-12

Some values from the list.
Under hcGAS lum, CNC(=O)c1cccc(S(=O)(=O)NC(C)C2=CCCN(C)C2)c1 (stereo not given) has -5
Under NPYLR7 agonist, CCOC(=O)CNC(=O)c1cc(-c2ccc(Cl)c(Cl)c2)nc2ccccc12 has -14
Under hcGAS lum, CCOc1ccc(S(=O)(=O)NCc2ccc3c(c2)OCO3)c(C)c1C has 3
